KCNQ2 block = KCNQ2 channel blockers in CHO-K1 cells – cell-based, FluxOR thallium flux, B-score, primary screen (AID 2156). 20 min; hits give low values. B-score at 10 µM. 310,000 compounds, 1.1% hits. O88943;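 active = fluorescence ratio B-score at most minus 3 library SDs, with starting brightness B-score within 2 library SDs, cut at about -5.5 in these data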
Target sequence (O88943 whole entry, looked up): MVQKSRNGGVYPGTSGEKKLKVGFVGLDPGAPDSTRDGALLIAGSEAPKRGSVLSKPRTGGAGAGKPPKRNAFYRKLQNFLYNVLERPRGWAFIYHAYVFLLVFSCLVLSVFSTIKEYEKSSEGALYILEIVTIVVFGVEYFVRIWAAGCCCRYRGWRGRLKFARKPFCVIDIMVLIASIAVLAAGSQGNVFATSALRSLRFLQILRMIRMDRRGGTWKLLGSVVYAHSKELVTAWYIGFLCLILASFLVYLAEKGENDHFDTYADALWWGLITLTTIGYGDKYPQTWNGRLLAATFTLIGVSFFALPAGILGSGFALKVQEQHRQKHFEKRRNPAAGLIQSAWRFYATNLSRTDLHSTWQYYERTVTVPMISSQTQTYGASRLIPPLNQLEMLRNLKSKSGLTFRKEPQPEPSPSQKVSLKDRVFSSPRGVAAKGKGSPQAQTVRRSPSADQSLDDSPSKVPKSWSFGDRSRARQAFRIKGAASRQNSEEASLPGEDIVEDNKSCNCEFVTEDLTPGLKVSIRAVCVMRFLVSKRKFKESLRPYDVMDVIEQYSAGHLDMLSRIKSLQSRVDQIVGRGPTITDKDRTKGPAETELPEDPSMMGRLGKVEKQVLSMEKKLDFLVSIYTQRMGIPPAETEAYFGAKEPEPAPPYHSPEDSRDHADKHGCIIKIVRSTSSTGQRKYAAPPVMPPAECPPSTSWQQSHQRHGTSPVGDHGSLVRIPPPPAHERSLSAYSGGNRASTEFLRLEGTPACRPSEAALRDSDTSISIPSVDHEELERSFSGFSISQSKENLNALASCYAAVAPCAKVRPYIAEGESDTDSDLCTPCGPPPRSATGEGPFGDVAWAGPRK
Kir21 block = Kir2.1 (mouse) channel inhibition | P35561 | B-score at 10 µM | 310,000 compounds, 0.85% hits | HEK293-Kir2.1, FluxOR thallium flux fluorescence; hits give low values;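 active = fluorescence ratio B-score at or below minus 3 SD of library scores, with starting-brightness B-score within 2 SD, cut at about -4.2 in these data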;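 also: channel flux triggered by added potassium and thallium sulfate stimulus; B-score of peak minus minimum fluorescence over baseline after thallium stimulus; more negative B-score means stronger Kir2.1 block with less thallium influx; some compounds called inactive have numbers as strong as hits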
CHT block = human CHT choline transport inhibition. CHT-expressing cells, membrane potential dye, choline response; hits give low values. 310,000 compounds, 0.86% hits. Q9GZV3. AID 488975. B-score at 10 µM;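 active = B-score over 3 SD under the library average, and starting fluorescence ratio not unusually high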;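 also: choline stimulus applied at its EC90 after an EC20 pre-addition; B-score computed on integrated fluorescence ratio after choline addition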
Numbers without * were called inactive; i = inactive; x = no result given.

nr	SMILES	KCNQ2 block	Kir21 block	CHT block
1	O=C(CCN1C(=O)C2C3C=CC(C3)C2C1=O)Nc1ccc(F)cc1 (configuration not stated)	i	-0.76	i
2	O=C(CSCc1ccc(Cl)cc1)Nc1ccc(O)cc1C(=O)O	i	1.93	i
3	COC(=O)c1ccccc1NC(=O)c1cc[n+](C)cc1	i	-0.03	i
4	CCN(NC(=O)C(O)(c1ccccc1)c1ccccc1)C(=O)c1ccccc1	i	0.78	i
5	Oc1ccc(/C=N/NC(=S)N/N=C/c2ccc(O)cc2)cc1	i	1.02	i
6	CCN(CC)C(=O)CSc1nnc2nnc3cc(C)ccc3n12	i	-1.26	i
7	N#CC1=C(N)OC2=C(C(=O)CCC2)C1c1ccccc1 (configuration not stated)	i	-0.09	i
8	COc1ccccc1NS(=O)(=O)c1ccccc1C#N	i	-1.39	i
9	CCOC(=O)c1sc(C)c2c1NC(C)(c1cccs1)NC2=O (configuration not stated)	i	-1.95	i
10	O=C(Nc1cccc(O)c1)c1cccc(S(=O)(=O)N2CCCCCC2)c1	i	0.55	x
11	O=C(c1ccoc1)N1CCC(CO)(CCc2ccccc2)CC1	i	0.95	i
12	Cc1ccc(-c2cc(C(=O)NCc3ccccn3)c3ccccc3n2)cc1C	-6.1*	0.21	i
13	CCCCNC(=O)c1cc(C)nc2ccccc12	i	1.06	i
14	O=C(O)CCNc1nc(-c2ccccc2)c2cc(Br)ccc2n1	i	-1.48	i
15	CCCN1CCN(CC(=O)Nc2nnc(C)s2)CC1	i	2.83	i
16	O=C(COC(=O)c1cccc(Br)c1)Nc1ccc2[nH]c(=O)[nH]c2c1	i	1.44	i
17	COC(=O)c1cccc(NC(=O)CSc2nnc(COc3cccc(C)c3)n2C)c1	i	-0.11	i
18	COc1ccc(OC)c(CN2C(=O)CCC2(C)C(=O)NC2CCCCCC2)c1 (configuration not stated)	i	0.12	i
19	COc1ccc(C2=NN(c3nc(C)cc(C)n3)C(=O)C2)cc1	i	-0.17	i
20	CCN(CC)S(=O)(=O)c1cc(NC(=O)c2cccc(N3C(=O)CCC3=O)c2)ccc1Cl	i	1.73	i
21	Cc1c(CC(=O)NCC(=O)O)c(=O)oc2cc3c(cc12)CCC(C)(C)O3	i	0.21	i
22	O=C(NCC(c1ccco1)N1CCN(c2ccccc2F)CC1)C(=O)NC1CCCC1 (configuration not stated)	i	0.17	i
23	O=C(Cn1cnc2c(cnn2-c2ccc(Cl)cc2)c1=O)N1CCN(c2ccccc2)CC1	i	0.63	i
24	COc1ccc(NC(=O)CN(C)C(=O)Cc2ccc3c(c2)OCCO3)cc1	i	0	i
25	CCOc1ccc(-n2nnc3c(=O)n(CC(=O)N4CCCc5ccccc54)cnc32)cc1	i	0.97	i
26	NC(=O)N/N=C/C=C/c1ccccc1	i	0.17	i
27	NC(=O)C1(N2CCCCC2)CCN(C(=O)c2cccn3c(=O)c4cc(Cl)ccc4nc23)CC1	i	-0.49	i
28	Cc1cccc(NC(=O)c2c(-c3ccccc3)noc2C)n1	i	-1.57	i
29	Cc1ncoc1C(=O)N1CCCC(C(=O)c2ccc(-c3ccccc3)c(F)c2)C1 (configuration not stated)	i	0.17	i
30	COc1ccc(-c2cc(C(F)(F)F)nc(SCC(=O)N3CCOCC3)n2)cc1OC	i	0.13	i

Next part; the last two above are carried over.
nr	SMILES	KCNQ2 block	Kir21 block	CHT block
29	Cc1ncoc1C(=O)N1CCCC(C(=O)c2ccc(-c3ccccc3)c(F)c2)C1 (configuration not stated)	i	0.17	i
30	COc1ccc(-c2cc(C(F)(F)F)nc(SCC(=O)N3CCOCC3)n2)cc1OC	i	0.13	i
31	CCn1c(=O)cc(SCC(=O)NCc2ccco2)c2ccccc21	i	-1.48	i
32	Cc1nnc(Cl)c2nn(-c3ccccc3)c(C)c12	i	0.47	i
33	Cc1c2cnn(CC(=O)N3CCOCC3)c(=O)c2c(C)n1Cc1ccccc1F	i	0.15	i
34	Cc1cc(C(=O)N2CCN(c3cc(Cl)ccc3C)CC2)on1	i	-1.26	i
35	Clc1cccc(-c2cc3nc4c(c(N5CCN(c6cnccn6)CC5)n3n2)CCCC4)c1	i	1.95	i
36	CCOc1ccc(CNC(=O)C2CCN(S(=O)(=O)c3ccc4c(c3)CCCC(=O)N4)CC2)cc1	i	0.25	i
37	COc1cc(NS(=O)(=O)c2ccc(Br)cc2)c(OC)cc1NC(=O)c1ccco1	i	-2.62	i
38	O=C(COC(=O)CCC(=O)c1ccccc1)NCCc1ccccc1	i	-0.52	i
39	CC(C)(C)C(=O)COC(=O)CCc1nc2ccccc2[nH]c1=O	i	-1.25	i
40	COc1ccc(N=C2C(=Nc3ccc(OC)cc3)N(c3ccc(N(C)C)cc3)C(=S)N2c2ccc(OC)cc2)cc1	i	-0.2	i
41	O=C(O)C(CO)(c1ccccc1)c1ccccc1	i	0.81	i
42	COc1ccc(S(=O)(=O)Cc2ccc(C(=O)N3CCCC3)o2)cc1	i	0.39	i
43	Nc1cc(N2CCOCC2)c(Cl)cc1[N+](=O)[O-]	i	-2.89	i
44	Cc1onc(-c2ccccc2Cl)c1C(=O)N1CC(C)CC(C)C1 (configuration not stated)	i	0.48	i
45	Cc1nn(C(=O)c2cccc([N+](=O)[O-])c2)c(C)c1Br	i	-1.2	i
46	CC(C)c1ccc(S(=O)(=O)N2CCC(C(=O)N3CCC3)CC2)cc1	i	-0.18	i
47	COc1ccc(C(=O)COC(=O)CCC(=O)Nc2ccc(C(C)=O)cc2)cc1	i	-0.05	i
48	NC(=O)CSc1nnc(NC(=O)c2ccc(S(=O)(=O)N3CCOCC3)cc2)s1	i	0.05	i
49	CCn1c(C(C)NC(=O)c2ccc(OC)c(OC)c2)nc2ccccc21 (configuration not stated)	i	-0.39	i
50	Cc1cccc(C)c1Nc1c(-c2ccc(N3CCOCC3)cc2)nc2ncccn12	i	0.04	i
51	CCOc1ccc(CN(C)Cc2cc(=O)oc3cc(C)c(Cl)cc23)cc1	i	1.63	i
52	Cc1ccc(OCCCC(=O)Nc2ccc(N3CCOCC3)cc2)c(C)c1	i	-0.69	i
53	CCSc1nc2c(c(=O)[nH]1)C(c1cccnc1)C(C(=O)OC(C)C)=C(C)N2 (configuration not stated)	i	1.15	i
54	COc1ccccc1CN1CC(C(=O)NCc2cc(F)cc(C(F)(F)F)c2)CCC1=O (configuration not stated)	i	-0.11	i
55	Cc1ccc(CCNC(=O)C2CCC(=O)N2C(C)C)cc1 (configuration not stated)	i	1.12	i
56	Cc1ccc(C)c(OCc2cc(C(=O)N3CC[C@H](O)C3)no2)c1	i	1.01	i
57	Cc1oc(-c2cccc(Cl)c2)[n+]([O-])c1C	i	1.72	i
58	COc1ccc(S(=O)(=O)N2CCOC2CNC(=O)C(=O)NCCN2CCOCC2)cc1 (configuration not stated)	i	0.02	i
59	COc1ccc(NC(=O)c2cc3n(n2)C(C(F)(F)F)CC(c2ccc(OC)cc2)N3)cc1 (configuration not stated)	i	0.33	i
60	Cc1cccn2c(CNC3CCCc4ccccc43)c(C(=O)N3CCOCC3)nc12 (configuration not stated)	i	-1.75	i
61	O=C(CN1C(=O)c2ccccc2C1=O)Nc1cccnc1	i	0.1	i
62	COc1cc(CCC(=O)OCC(=O)NCC2CCCCC2)cc(OC)c1OC	i	-1.36	i
63	CCOC(=O)C(CC)Sc1nc2c(cnn2-c2ccc(F)cc2)c(=O)[nH]1 (configuration not stated)	i	-0.06	i
64	COc1ccc(NC(=O)c2cccc(NC3=NC4CS(=O)(=O)CC4S3)c2)cc1Cl (configuration not stated)	i	-0.56	i
65	Cc1nn(C)c(C)c1NC(=O)Nc1ccc(Cl)c(Cl)c1	i	0.07	i
66	CC(C)OC(=O)c1ccc(N)cc1	i	-0.34	i
67	CCOc1cc(N2CCOCC2)c(OCC)cc1NC(=O)CN1C(=O)C2CC=CCC2C1=O (configuration not stated)	i	1.72	i
68	COc1ccc2[nH]cc(C(=O)CN3CCC(C)CC3)c2c1	i	2.08	i
69	Cc1n[nH]c(C)c1CCC(=O)N/N=C/c1cccs1	i	-0.96	i
70	CCC(=O)NC(=S)N1CCN(c2ccc([N+](=O)[O-])cc2Cl)CC1	i	0.98	i
71	COC(=O)c1ccc(NC(=O)N2CCOCC2)cc1	i	0.02	i
72	CN(CC1CCCO1)S(=O)(=O)c1ccc(C(=O)Nc2ccccc2F)cc1 (configuration not stated)	i	0.11	i
73	CCOC(=O)C1=C(C)NC(C)=C(C(=O)OCC)C1C(=O)OC1CCOC1=O (configuration not stated)	i	-0.61	i
74	CC1CCCN(C/C(O)=C(\C#N)c2nc3ccccc3[nH]2)C1 (configuration not stated)	i	-1.81	i
75	Cc1nn(Cc2ccccc2Cl)c(C)c1NC(=O)c1cc(-c2ccc(F)cc2)on1	i	-0.21	i
76	NC(=O)N/N=C/c1c(F)c(F)c(F)c(F)c1F	i	-0.81	i
77	CC(=O)COc1coc(CN2CCN(c3ccc(F)cc3)CC2)cc1=O	i	-1.26	i
78	CCOC(=O)C(C)(C)Sc1nc2c(cnn2-c2ccc(Cl)cc2)c(=O)[nH]1	i	0.66	i
79	Clc1cccc(CN2CCN(Cc3ccco3)CC2)c1	i	0.2	i
80	COC(=O)CC1C(=O)NCCN1C(=O)Nc1ccccc1 (configuration not stated)	i	2.31	i
81	COc1ccc(/C=N/NC(=O)c2cc(C3CC3)[nH]n2)cc1OC	i	-0.7	i
82	Cc1ccc(C(=O)CSc2ccccc2C(=O)O)cc1	i	-0.06	i
83	Cc1ccc(-n2ncc3c2CC(C)(C)CC3NC(=O)c2ccncc2)cc1 (configuration not stated)	i	0.71	i
84	CC(C(=O)NNS(=O)(=O)c1cccc(C(F)(F)F)c1)n1nnc(N2CCOCC2)n1 (configuration not stated)	i	-0.16	i
85	O=C(CSc1nnc(-c2ccccc2Cl)o1)Nc1ccccn1	i	2.11	i
86	CC(=O)c1ccc(NC(=O)CSc2nnc3ccc(-c4ccccn4)nn23)cc1	i	-0.25	i
87	Cc1ccc(NC(=O)CN2C(=O)COc3ccc(S(=O)(=O)N4CCOCC4)cc32)cc1N(C)C	i	0.46	i
88	CCOc1cc(/C=C2/SC(=S)N(Cc3ccccc3)C2=O)ccc1O	i	-0.18	i
89	c1ccc(-n2ncc3c(NCCN4CCCCC4)ncnc32)cc1	i	-1.07	i
90	O=C(O)CCCCCNC(=O)c1ccc(C(=O)NCCCCCC(=O)O)cc1	i	-0.3	i

Some of the entries above in another layout.
53. CCSc1nc2c(c(=O)[nH]1)C(c1cccnc1)C(C(=O)OC(C)C)=C(C)N2 (configuration not stated)
54. COc1ccccc1CN1CC(C(=O)NCc2cc(F)cc(C(F)(F)F)c2)CCC1=O (configuration not stated)
55. Cc1ccc(CCNC(=O)C2CCC(=O)N2C(C)C)cc1 (configuration not stated)
56. Cc1ccc(C)c(OCc2cc(C(=O)N3CC[C@H](O)C3)no2)c1
57. Cc1oc(-c2cccc(Cl)c2)[n+]([O-])c1C
compound no.	53	54	55	56	57
KCNQ2 block	i	i	i	i	i
Kir21 block	1.15	-0.11	1.12	1.01	1.72
CHT block	i	i	i	i	i

Next part:
nr	SMILES	KCNQ2 block	Kir21 block	CHT block
91	CCOC(=O)c1c[nH]c(=S)n1C	i	0.52	i
92	CCCN(CCC)C(=O)c1oc2ccccc2c1NC(=O)Cc1cccc(OC)c1	i	-0.21	i
93	C=CCOc1ccc(C(=O)c2ccccc2)c(OCC(=O)NC2(C#N)CCCC2)c1	i	1.61	i
94	CCCn1c(=O)c2ccccc2n2c(Sc3nnnn3-c3ccccc3)nnc12	i	-0.75	i
95	O=C1c2oc3ccccc3c(=O)c2C(c2cccnc2)N1CCCN1CCOCC1 (configuration not stated)	i	-2.62	i
96	CCOc1ccc(NC(=S)NNC(=O)CC(C)O)cc1 (configuration not stated)	i	-0.59	i
97	CC1CC(=O)Nc2ccccc2N1C(=O)CN1CCN(C=O)CC1 (configuration not stated)	i	0.79	i
98	COc1cc2[nH]c(=O)n(CCC(=O)N3CCc4ccccc4C3)c(=O)c2cc1OC	i	-0.47	i
99	CCOc1ccc(NC(=O)NC(C)c2ccc3c(c2)OCO3)cc1 (configuration not stated)	i	1.68	i
100	COc1ccc(OC)c(/C=N/NC(=O)CSc2nnc(C)n2-c2ccccc2)c1	i	1.27	i
101	N#Cc1ccc(-c2ccc(F)cc2)nc1SCC(=O)Nc1sc2c(c1C#N)CCC2	i	2.5	i
102	COc1ccc(C(=O)Nc2ccc(Oc3nc(C)nc4sc(-c5ccccc5)cc34)cc2)cc1OC	i	-0.44	i
103	Cc1ccc(NC(=O)COC(=O)C(NS(=O)(=O)c2ccc(Cl)cc2)C(C)O)cc1 (configuration not stated)	i	0.56	i
104	CCC(=O)Nc1cccc(C2=NOC3(C2)C[C@@H](C(N)=O)N(C(=O)c2ccc(OC)cc2)C3)c1 (some centres not stated)	i	-0.04	i
105	COCc1cc(C)nc(N2CCc3ccccc32)c1C#N	i	0.75	i
106	C=CCNC(=S)NNC(=O)c1ccccc1OCC	i	-1.64	i
107	CC1(C)Cc2ccccc2-c2nnc(-c3ccc4ccccc4n3)n21	i	-0.01	i
108	CCCCN(C)C(=O)c1nc2ccccn2c1CNC1CCC1	i	-0.93	i
